MPTP inh – inhibitors of mitochondrial permeability transition pore. isolated mouse mitochondria, Ca2+ swelling absorbance, 30 min. inhibition, % at 10 µM. 360,000 compounds, 1.4% hits. AID 602449;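 active = inhibition of 50% or more, scaled per plate between neutral and stimulator controls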;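 note: 0% = DMSO wells given calcium and 100% = 1 mM EGTA wells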
HKDC1 inh – blocks human hexokinase HKDC1 activity. 340,000 compounds, 0.16% hits. recombinant HKDC1, G6PDH/diaphorase resazurin coupled fluorescence. Q2TB90. inhibition, % at 20 µM;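 active = inhibition above about 35% when tested at 20 µM, limit read from the data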;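 note: plate controls were DMSO wells with enzyme for no effect and DMSO wells lacking enzyme for full effect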
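test system = in-house recombinant HK5 (HKDC1) enzyme | amount = HKDC1 at 5 µg/mL | control set = DMSO-enzyme wells negative, buffer-substituted wells positive | compound = one dose of 20 µM, 1% DMSO | schedule = reaction time 90 min, room temperature, protected from light | technique = resorufin fluorescence at 613 nm | reagent = glucose with 1 mM ATP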
SENP8 block – blocks human SENP8 cleavage of Nedd8 substrate | Q96LD8 | AID 602440 | 360,000 compounds, 0.64% hits | inhibition, % at 20 µM | recombinant SENP8, Nedd8 substrate fluorescence; in the data active = inhibition mostly above about 40%, no sharp cut-off; inactive = mostly below about 27%
Target sequence (Q96LD8 whole entry, looked up): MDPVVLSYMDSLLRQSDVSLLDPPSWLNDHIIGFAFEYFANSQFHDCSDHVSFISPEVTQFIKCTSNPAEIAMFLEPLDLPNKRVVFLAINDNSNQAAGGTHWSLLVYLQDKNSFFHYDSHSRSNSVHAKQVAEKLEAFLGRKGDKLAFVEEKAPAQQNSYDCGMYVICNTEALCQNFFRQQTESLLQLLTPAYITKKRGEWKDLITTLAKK
PfGluPho inh – PfG6PD (Plasmodium falciparum) enzyme inhibition | 350,000 compounds, 0.78% hits | inhibition, % at 20 µM | PfGluPho enzyme, NADPH resazurin-diaphorase fluorescence;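 active = inhibition reaching at least a set limit at 20 µM in the primary screen, cut at about 59% in these data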;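 note: 0% = DMSO wells with substrate and 100% = DMSO wells lacking glucose-6-phosphate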
NR3A LBD binder – modulates the human NR3A ligand-binding domain | AID 1259313 | 340,000 compounds, 2.5% hits | Tm shift relative to glycine control, % at 25 µM | NR3A LBD differential scanning fluorimetry, Tm shift; 0% = protein alone, 100% = glycine-bound protein;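 active = melting temperature shift of at least 10% of the positive control shift, at one fixed dose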
ATG4B inh – inhibitors of human ATG4B cysteine protease. ATG4B cleavage of LC3-PLA2, NBD-HPC fluorescence, 1 h. inhibition, % at 8.33 µM. 340,000 compounds, 0.51% hits; in the data active = inhibition above about 40%
SENP7 inh – blocks the human protease SENP7 | 330,000 compounds, 1.5% hits | Q9BQF6 | recombinant SENP7, Z-RLRGG-aminoluciferin luminescence, 40 min | inhibition, % at 5 µM | AID 434973;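 active = inhibition above about 50% at the single test dose, limit read from the data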;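 note: plate controls were DMSO with enzyme for no effect and no enzyme buffer wells for full effect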
Target sequence (Q9BQF6 706-1050 limits assumed): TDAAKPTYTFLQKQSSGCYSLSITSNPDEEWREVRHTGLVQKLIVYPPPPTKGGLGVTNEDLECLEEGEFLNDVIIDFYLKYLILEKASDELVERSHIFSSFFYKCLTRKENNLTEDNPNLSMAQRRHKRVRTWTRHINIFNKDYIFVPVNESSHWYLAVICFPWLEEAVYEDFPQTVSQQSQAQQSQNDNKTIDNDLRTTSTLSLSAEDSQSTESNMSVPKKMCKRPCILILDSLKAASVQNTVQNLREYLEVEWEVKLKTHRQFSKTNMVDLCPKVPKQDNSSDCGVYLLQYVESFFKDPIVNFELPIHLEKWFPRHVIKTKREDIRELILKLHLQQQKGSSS
SENP6 inh – blocks the human protease SENP6; Q9GZR1; Recombinant SENP6 catalytic domain, aminoluciferin luminescence; inhibition, % at 10 µM; 330,000 compounds, 1.8% hits; AID 2599;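 active = inhibition above about 50% at the single tested dose, limit read from the data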;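 note: plate controls were DMSO wells with enzyme for no effect and DMSO wells lacking enzyme for full effect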
Target sequence (Q9GZR1 628-1112 limits assumed): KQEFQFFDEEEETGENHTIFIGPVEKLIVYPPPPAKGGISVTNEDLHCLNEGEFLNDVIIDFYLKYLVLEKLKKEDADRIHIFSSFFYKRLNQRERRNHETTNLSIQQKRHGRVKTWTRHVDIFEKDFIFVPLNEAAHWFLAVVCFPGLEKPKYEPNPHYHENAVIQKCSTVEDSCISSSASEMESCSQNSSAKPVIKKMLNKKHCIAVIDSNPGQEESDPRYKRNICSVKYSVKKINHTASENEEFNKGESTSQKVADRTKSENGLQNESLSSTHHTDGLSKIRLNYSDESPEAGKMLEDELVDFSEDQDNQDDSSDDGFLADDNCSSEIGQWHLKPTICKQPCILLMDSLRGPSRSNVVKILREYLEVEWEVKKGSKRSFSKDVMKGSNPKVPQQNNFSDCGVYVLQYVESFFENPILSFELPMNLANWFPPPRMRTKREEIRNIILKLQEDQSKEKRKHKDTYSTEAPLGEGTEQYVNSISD
* hit, by the source's call; i = inactive; . = not tested or not shown.

SMILES	MPTP inh	HKDC1 inh	SENP8 block	PfGluPho inh	NR3A LBD binder	ATG4B inh	SENP7 inh	SENP6 inh
O=C(Cn1nnnc1CN1CCOCC1)N1CCC(c2cccc(Cl)c2)C1 (configuration not stated)	-0.4	-5	1	-3	1	13	12	-3
COC(=O)c1c(C(=O)OC)c2ccncn2c1Cl	0.5	-4	-76	-2	-2	2	-9	-10
O=C(CN(Cc1ccc(F)cc1)C(=O)c1csnn1)NC1CCCC1	-2.6	-7	4	-12	1	-2	5	7
O=C(/C=C/c1ccc2c(c1)OCO2)NCCSCc1c(Cl)cccc1Cl	15	0	-121	13	-1	-1	6	-13
CCN(CC)CCN(C(=O)CCOc1ccccc1)c1nc2ccc(F)cc2s1	6.5	0	23	6	0	-5	7	-19
Cc1ccc2c(c1)N(Cc1ccc([N+](=O)[O-])cc1)C=NS2(=O)=O	-0.4	-1	14	1	0	-7	-11	4
O=C1CC(C(=O)Nc2ccc(Cl)cc2)n2ncnc2N1 (configuration not stated)	0.2	-3	22	8	1	1	5	-11
CCOC(=O)N1CCN(C(=O)Cc2ccccc2[N+](=O)[O-])CC1	-0.4	-3	8	-7	1	6	4	6
O=C(Nc1ccccn1)c1ccc(C(=O)Nc2ccccn2)cc1	0.4	3	8	-12	2	2	4	13
O=C1CC(N2CCOCC2)C(=O)N1c1ccc(Cl)cc1 (configuration not stated)	-0.6	-9	6	-18	-2	1	-3	12
Cc1ccc(NC(=O)Cn2c(CCC(=O)O)ccc2-c2ccc(Cl)cc2)cc1	5.5	5	-26	3	0	-5	3	5
COc1ccc2oc(C(=O)OCC(=O)NC3CCCCC3)c(C)c2c1	-0.4	-2	i	3	0	1	-9	5
Cn1c(N)c(N2CCN(c3ccccc3)CC2)c(=O)[nH]c1=O	-0.7	-8	18	8	2	2	-7	-21
CC(=O)Nc1ccc(Nc2cc(C)nc3c(-c4ccccc4)cnn23)cc1	2.3	17	-385	14	33*	3	.	.
COc1ccc(N2CCN(CC(=O)c3ccc(O)c(C)c3O)CC2)cc1	0.6	-1	-30	7	-5	-2	-2	-2
Cc1ccc(C)c(OCc2cc(C(=O)NC(C)c3cnn(C)c3)no2)c1 (configuration not stated)	-1.0	0	6	-4	-3	1	3	-3
Cc1ccc(N2CC(O)=C(c3ccccc3)C2=N)cc1	-0.1	-9	-1	-1	-1	-9	7	2
CSc1nnc(-c2cccc(C)c2)n1N	0.5	2	2	-8	2	5	13	-4
CC(=O)Nc1ccc(S(=O)(=O)N2CCC(NC(=O)C(Cc3ccc(C)cc3)NC(C)=O)CC2)cc1 (configuration not stated)	-1.7	1	2	1	1	-1	-12	-17
COc1cc(SC)ccc1C(=O)N(CC(=O)Nc1ccccc1Br)Cc1ccco1	-1.3	-4	-18	13	-2	2	-10	-4
O=[N+]([O-])c1cccc(NC(=S)NCCc2ccccc2)c1	95*	-5	15	11	33*	39	-12	-23
O=C(NCC1CCCO1)c1cc2c([nH]c3ccccc32)c(-c2cccc(Cl)c2)n1 (configuration not stated)	2.9	16	4	18	3	-15	5	-3
COC(=O)c1ccc2c(=O)n(CCCCCC(=O)NCc3ccc4c(c3)OCO4)c(=O)[nH]c2c1	4.9	-5	-181	6	0	-5	0	-50
O=C(CCc1c[nH]c2ccccc12)NCc1cccc(Cl)c1	-0.2	-1	10	-6	-4	5	-1	-30
CCN1CCN(C(=O)CSc2ccc(C)cc2)CC1	0.6	-7	11	-7	2	-4	-15	7
C(=N\Nc1ccccc1)/c1ccc(N2CCOCC2)cc1	0.2	-2	-142	12	-2	-1	0	-9
O=[N+]([O-])c1ccc(/C=N/NC2=NS(=O)(=O)c3ccccc32)cc1	1.5	-4	23	-2	1	-1	12	-11
CCCCn1c(N)c(N(CCOC)C(=O)CC2CCCCC2)c(=O)[nH]c1=O	2.4	0	7	-7	-1	-1	.	.
CSC1=N/C(=C\C=C\c2cccs2)C(=O)S1	-2.7	-2	35	0	-3	-1	44	78*
COCCCNC(=O)c1ccc(Cn2c(=O)c3ccccc3n(CC(=O)NCc3ccco3)c2=O)cc1	0.6	-7	21	14	3	-16	5	-8

No new results follow: an excerpt of the list.
SMILES	MPTP inh	HKDC1 inh	SENP8 block	PfGluPho inh	NR3A LBD binder	ATG4B inh	SENP7 inh	SENP6 inh
Cc1ccc(C)c(OCc2cc(C(=O)NC(C)c3cnn(C)c3)no2)c1 (configuration not stated)	-1.0	0	6	-4	-3	1	3	-3
Cc1ccc(N2CC(O)=C(c3ccccc3)C2=N)cc1	-0.1	-9	-1	-1	-1	-9	7	2
CSc1nnc(-c2cccc(C)c2)n1N	0.5	2	2	-8	2	5	13	-4
CC(=O)Nc1ccc(S(=O)(=O)N2CCC(NC(=O)C(Cc3ccc(C)cc3)NC(C)=O)CC2)cc1 (configuration not stated)	-1.7	1	2	1	1	-1	-12	-17
COc1cc(SC)ccc1C(=O)N(CC(=O)Nc1ccccc1Br)Cc1ccco1	-1.3	-4	-18	13	-2	2	-10	-4
O=[N+]([O-])c1cccc(NC(=S)NCCc2ccccc2)c1	95*	-5	15	11	33*	39	-12	-23
O=C(NCC1CCCO1)c1cc2c([nH]c3ccccc32)c(-c2cccc(Cl)c2)n1 (configuration not stated)	2.9	16	4	18	3	-15	5	-3
COC(=O)c1ccc2c(=O)n(CCCCCC(=O)NCc3ccc4c(c3)OCO4)c(=O)[nH]c2c1	4.9	-5	-181	6	0	-5	0	-50
O=C(CCc1c[nH]c2ccccc12)NCc1cccc(Cl)c1	-0.2	-1	10	-6	-4	5	-1	-30
CCN1CCN(C(=O)CSc2ccc(C)cc2)CC1	0.6	-7	11	-7	2	-4	-15	7
C(=N\Nc1ccccc1)/c1ccc(N2CCOCC2)cc1	0.2	-2	-142	12	-2	-1	0	-9
O=[N+]([O-])c1ccc(/C=N/NC2=NS(=O)(=O)c3ccccc32)cc1	1.5	-4	23	-2	1	-1	12	-11
CCCCn1c(N)c(N(CCOC)C(=O)CC2CCCCC2)c(=O)[nH]c1=O	2.4	0	7	-7	-1	-1	.	.
CSC1=N/C(=C\C=C\c2cccs2)C(=O)S1	-2.7	-2	35	0	-3	-1	44	78*
COCCCNC(=O)c1ccc(Cn2c(=O)c3ccccc3n(CC(=O)NCc3ccco3)c2=O)cc1	0.6	-7	21	14	3	-16	5	-8

More compounds:
SMILES	MPTP inh	HKDC1 inh	SENP8 block	PfGluPho inh	NR3A LBD binder	ATG4B inh	SENP7 inh	SENP6 inh
COc1ccc(NC(=S)NCCN2CCOCC2)cc1	-0.3	-8	11	-5	-1	0	-4	-2
O=C1CSC(=Nc2ccc(Cl)cc2)N1	-0.2	-3	21	0	0	2	7	4
CCC(C)/C(C)=N/NC(=O)C1COc2ccccc2O1 (configuration not stated)	1.8	-6	21	4	0	-3	-1	-4
Cc1cccc(C)c1NC(=O)CNC(=O)Cc1ccc(Br)cc1	-0.8	2	-3	-7	0	-2	0	-15
CCOC(=O)COc1nc(N(C)C)nc(N(C)C)n1	-0.5	-2	29	4	-10	-8	2	-14
CCC(=O)Nc1nnc(SCCN2CCOCC2)s1	2.1	1	9	9	0	-2	-13	-11
COc1oc(-c2ccccc2)nc1C(F)(F)F	0.0	5	-2	-20	-1	-1	71*	7
CC1(C)C2CCC1(C)C(NC(=O)CCN1CCCCC1)C2 (configuration not stated)	-1.2	-7	16	-1	-7	-11	4	4
CCOCCCNC(=O)COc1ccc(OC)cc1	-0.1	-5	7	2	-3	0	-1	2
Cc1ccccc1NC(=O)c1sc(Cl)nc1-c1ccccc1	-1.3	-7	25	4	2	11	8	-7
COc1ccc(OC)c(NC(=O)c2ccccc2NC(=O)c2ccco2)c1	1.9	-8	-5	-1	-2	-9	-16	0
O=C1CCN(Cc2ccc(O)cc2)CCN1[C@H](CO)c1ccccc1	0.1	-7	11	8	-1	1	-17	-18
C=CCn1c(=O)n(CCC#N)c(=O)n(CCC#N)c1=O	0.2	-6	21	-9	-1	-5	-4	-4
NC(=O)C1CCN(C2=C(NS(=O)(=O)c3ccccc3)C(=O)c3ccccc3C2=O)CC1	2.5	15	36	-4	-1	9	16	3
Cc1cc(C)cc(N(CC(=O)Nc2ccc(-c3nc4ccc(C)cc4s3)cc2)S(C)(=O)=O)c1	11	-8	-406	2	26*	2	-5	2
Cc1nnc(SCCN2C(=O)c3ccccc3C2=O)nc1C	-1.4	7	11	8	0	-9	-1	-5
COc1ccc(N2CC(C(=O)Nc3nnc(Cc4ccccc4)s3)CC2=O)cc1 (configuration not stated)	1.0	8	-1	-4	3	-4	-1	-5
CCn1c(-c2ccccc2Cl)nn(CC(=O)Nc2ccc(OC)cc2)c1=S	0.3	-10	18	-8	0	-1	2	-2
COc1ccc(-c2c/c(=N\c3nc(-c4ccccc4)c(C)s3)c3ccccc3o2)cc1O	3.6	4	-51	-1	15*	-9	-7	-34
O=C(OCC(=O)N1CCN(C(=O)c2ccco2)CC1)c1cc(-c2ccco2)nc2ccccc12	1.8	37*	-320	46	-1	2	2	-11
COc1ccccc1NS(=O)(=O)c1ccc(C(=O)NCC(c2ccccc2OC)N2CCCC2)cc1 (configuration not stated)	0.5	-5	14	-4	-2	-5	.	.
CC1CC(NNC(=O)c2ccccc2)=Nc2ccccc2N1C (configuration not stated)	-0.4	2	7	-9	-3	2	6	-6
Cc1nnc(NC(=O)c2cccc(S(=O)(=O)N3CCCC3)c2)s1	-1.3	-3	10	-6	-1	-4	0	6
O=C1CCC/C=C\C[C@@H](CC(=O)N(CCO)Cc2ccccc2)C(=O)N2CCC[C@H]2CO1	-0.1	-4	2	7	0	-1	2	8
Cc1nc2c(C)cccc2cc1C(=O)N/N=C/c1ccc(O)cc1	-0.6	-7	-9	19	5	0	3	-8
CCN1C(=O)C(CC(=O)Nc2ccc(C)cc2C)Nc2cc(S(=O)(=O)N(C)C)ccc21 (configuration not stated)	2.5	-10	-42	4	-2	-10	-5	-25
CCC(CO)NC(=O)c1cc2c(s1)CCC2 (configuration not stated)	0.0	-6	18	-7	2	5	-7	-6
CC(C)(C)NC(=O)COC(=O)c1ccc(Cl)c(S(N)(=O)=O)c1	-0.9	-4	7	-1	0	-1	7	-11
O=C(CNC(=O)c1ccccc1F)NC1=NCCS1	-2.2	-5	2	3	-1	-7	-12	8
CC1CCCN(C(=O)Cn2nnc(-c3ccc(N(C)C)cc3)n2)C1 (configuration not stated)	-1.4	-6	3	-8	-4	6	0	-32
Cc1cc(C)nc(SCC(=O)Nc2ccnc3ccccc23)n1	97*	-7	2	-3	-5	-9	2	-5
CCOc1cc(/C=C2/C(=O)ON=C2C)ccc1OCc1ccccc1	.	6	.	23	26*	-1	-5	-13
c1ccc(-c2noc(-c3ccco3)n2)nc1	0.4	-4	1	-5	2	-3	73*	74*
CN(C)S(=O)(=O)c1cccc(C(=O)NCC2CCCO2)c1 (configuration not stated)	-5.9	-6	16	8	2	2	2	-4
CC1=CC(C)(C)N(C(=O)CN2C(=O)c3ccccc3C2=O)c2ccc(C)cc21	0.1	-6	13	39	1	4	-8	-7
O=C(c1noc2c1CCCC2)N1CCc2ccccc2C1	-2.2	3	-1	5	0	0	3	-16
CSc1nsc2nc(=O)c(/C=C3\C=Nc4ccccc43)c(N)n12	7.5	6	-7	-25	22*	-2	39	86*
COc1cccc(/C=N/Nc2ccnc(=O)[nH]2)c1O	-1.1	-30	3	-23	-1	-1	-3	-8

Screening data deposited in PubChem by Sanford-Burnham Center for Chemical Genomics.
